Screens: PubChem, National Center for Advancing Translational Sciences (NCATS)
DRD3 antagonist – blocks the human D3 dopamine receptor; max response, negative = inhibition, %; D3R cells, DiscoveRx beta-arrestin luminescence, antagonist mode; active compounds read low; AID 652054; P35462; actives 2.5% (n = 360,000); in the data active = max response below about -50%; inconclusive = no clear call, values can overlap the other calls; also: % is scaled to controls: 0 for no effect and ±100 for the full control effect; mostly tested at two doses, the higher about 12 µM
Target sequence (P35462 whole entry, looked up): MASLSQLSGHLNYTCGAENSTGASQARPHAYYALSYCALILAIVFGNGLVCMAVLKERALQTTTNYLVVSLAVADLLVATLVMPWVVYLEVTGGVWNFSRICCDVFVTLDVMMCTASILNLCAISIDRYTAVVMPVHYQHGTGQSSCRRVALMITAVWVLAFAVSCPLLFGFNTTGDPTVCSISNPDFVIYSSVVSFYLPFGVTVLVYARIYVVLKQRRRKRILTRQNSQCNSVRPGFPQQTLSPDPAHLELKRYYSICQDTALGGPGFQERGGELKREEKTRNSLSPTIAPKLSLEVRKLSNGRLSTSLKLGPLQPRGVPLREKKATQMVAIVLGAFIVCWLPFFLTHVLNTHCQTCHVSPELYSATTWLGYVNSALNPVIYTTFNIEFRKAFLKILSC
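Cells expressing the human receptor were seeded at 1500 cells/well, incubated overnight at 37 degrees C in 5% CO2, then exposed to library compounds with dopamine controls for 90 minutes at 37 degrees C before luminescent detection.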
GLP-1R agonist – activates the human GLP-1 receptor; HEK293 GLP-1R CRE-luciferase, luminescence, 4-6 h; cells express a hypersensitive GLP-1R form; P43220; actives 0.007% (n = 380,000); Potency, µM (doses to about 45.6 µM), inactives show at the top dose activation, most hits filed as activators; also: potency is read from the fitted curve at half-maximal effect; % of control where 0% means no effect
Abeta rescue – restores growth of yeast expressing A-beta42 peptide. yeast expressing A-beta42, growth rescue, OD600, 48 h; response scale: 0% DMSO, 100% iron-clioquinol control. Potency, µM (doses to about 46.1 µM), without a hit: at the top dose growth rescue, usual class: activators. actives 0.063% (n = 410,000). AID 1347071; also: potency is read from the fitted curve at half-maximal effect; nearly all actives have a fitted effect of over 55% in size
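Yeast A-beta toxicity model in growth medium with pinned compounds, 48 h at 30 C; growth read as absorbance at 600 nm. Normalized to FeCl3/clioquinol equimolar mix (positive) and DMSO (negative).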
GLP1R inv ag – acts as inverse agonist at human GLP-1 receptor; HEK293 GLP-1R CRE-luciferase, luminescence, 24 h; GLP-1R form is constitutively active; actives 1.6% (n = 410,000); Potency, µM (highest dose often 38.3 µM), inactives show at the highest dose activity change, negative = inhibition, most hits filed as inhibitors; also: potency is read from the fitted curve at half-maximal effect; % is scaled to controls: 0 for no effect and ±100 for the full control effect; nearly all actives have a fitted effect of over 55% in size
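Stable HEK293 clone (constitutively active GLP-1R + cAMP-response luciferase); 200 cells/uL plated, 12 h pre-culture, compound 24 hr, 37 deg C/5% CO2; detection reagent 12 min RT; luminescence.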
TDP-43 yeast inh – rescues yeast growth from TDP-43 toxicity; Potency, µM (highest dose often 46.1 µM), without a hit: at the highest dose growth rescue (activation), usual class: activators; actives 1.8% (n = 410,000); TDP-43 expressing yeast growth rescue, BacTiter-Glo, 24 h; AID 652104; also: potency is read from the fitted curve at half-maximal effect; % of control where 0% means no effect; nearly all actives have a fitted effect of over 50% in size
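Galactose-induced TDP-43 yeast, OD600=0.02, compound pinned; 24 hr, 30 deg C; BacTiter-Glo luminescence for growth. Inhibitors of TDP-43 toxicity read as activators.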
pAkt inh – blocks phosphorylation of Akt. activity change, % for hits at 50 µM. Neuro2A IGF-stimulated pAkt S473 HTRF, 20 min; active compounds read low. actives 0.32% (n = 360,000). AID 651550; in the data active = activity change below about -80%; inconclusive = mostly about -51% to -80%; also: % is scaled to controls: 0 for no effect and ±100 for the full control effect
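Single-point screen (50 µM final compound) in Neuro2A cells stimulated 20 min with 6 nM IGF at 37 deg C. After lysis, Ser473-phosphorylated Akt read by HTRF (ex 330 nm, em 615/665 nm) as the 665/615 ratio.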
aSyn rescue – rescues yeast growth from alpha-synuclein toxicity | Yeast expressing alpha-synuclein, growth rescue, BacTiter-Glo, 24 h | Potency, µM (titrated, usually from 46.1 µM), for the others: at the top dose growth rescue (activation), hits mostly activators | actives 0.14% (n = 370,000); also: potency is read from the fitted curve at half-maximal effect; % of control where 0% means no effect; nearly all actives have a fitted effect of over 65% in size
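Rescue of yeast growth: cells expressing toxic alpha-synuclein, induced in galactose at OD600 0.02, incubated with compound 24 h at 30 C. ATP luminescence quantified growth; inhibitors of toxicity appear as activators.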
PTHR1 agonist – agonists of human PTHR1 parathyroid hormone receptor; HEK293 GP2 PTHR1 cells, GloSensor cAMP luminescence, 1 h; Potency, µM (top dose mostly 115 µM), for inactives: at the top dose activation, actives largely listed as activators; Q03431; actives 0.075% (n = 410,000); AID 743266; also: potency is read from the fitted curve at half-maximal effect; nearly all actives have a fitted effect of over 55% in size; some results filed as inactive show a strong effect at the top dose; inactives centre near -15; many of its hits are not listed in these tables
Target sequence (Q03431 whole entry, looked up): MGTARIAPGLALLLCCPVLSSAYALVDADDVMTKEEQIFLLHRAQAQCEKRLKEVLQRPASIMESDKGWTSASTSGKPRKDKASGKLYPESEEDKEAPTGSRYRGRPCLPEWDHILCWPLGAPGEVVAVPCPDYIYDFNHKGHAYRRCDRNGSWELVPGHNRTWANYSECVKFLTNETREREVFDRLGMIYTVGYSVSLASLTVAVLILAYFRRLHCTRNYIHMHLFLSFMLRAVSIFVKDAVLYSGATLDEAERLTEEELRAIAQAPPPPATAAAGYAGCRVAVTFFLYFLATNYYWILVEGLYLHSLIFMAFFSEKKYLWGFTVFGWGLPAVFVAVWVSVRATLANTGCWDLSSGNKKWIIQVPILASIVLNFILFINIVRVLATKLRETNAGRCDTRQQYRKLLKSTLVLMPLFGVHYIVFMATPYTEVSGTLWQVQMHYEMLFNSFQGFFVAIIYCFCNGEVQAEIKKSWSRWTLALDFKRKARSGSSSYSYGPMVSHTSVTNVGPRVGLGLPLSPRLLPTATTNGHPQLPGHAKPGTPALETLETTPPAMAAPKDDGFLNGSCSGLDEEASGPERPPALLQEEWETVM
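HEK-293-derived GP2 cells expressing PTHR1 and a GloSensor cAMP reporter, 3,000/well, plated overnight, given luciferin plus IBMX (each 0.5 mM as added) for 1 h at 37 °C, then compound for 1 h at 37 °C. Luminescence was read after 15 min at room temperature.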
FUS suppressor – rescues growth of FUS-expressing yeast; S. cerevisiae FUS-expressing, growth rescue, OD600, 24 h; Potency, µM (highest dose often 76.6 µM), for inactives: at the top dose growth rescue (activation), hits mostly activators; actives 0.24% (n = 390,000); AID 1347120;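 also: potency is read from the fitted curve at half-maximal effect; plate controls were DMSO vehicle for no effect and reference control for full effect; nearly all actives have a fitted effect of over 55% in size; some results filed as inactive show a strong effect at the top dose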
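Yeast FUS proteinopathy model; galactose-induced FUS (2%), starting OD 0.005. Cpds in dilution series, 24hr, 30C, 99% humidity. Abs 600 nm growth. Pos ctrl CP55940 (top 92uM final); neg ctrl DMSO.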
Active calls of the source: *; i = inactive; ? = inconclusive; · = not tested or not shown; & = joins results of further samples; [ ] = another dose, or the depositor's remark. Unless noted, calls follow the shape of the dose curve; as a rule, active = well fitted curve in the direction sought with a large enough effect; inconclusive = small, poorly fitted or top-dose-only effect, or another doubt; inactive = no such curve, though single readings can be large; an effect the other way counts as inactive or inconclusive.

Every second line gives: DRD3 antagonist | GLP-1R agonist | Abeta rescue | GLP1R inv ag | TDP-43 yeast inh | pAkt inh | aSyn rescue | PTHR1 agonist | FUS suppressor
COCCn1c(C)cc(C2=NNC(=Nc3ccccc3)SC2)c1C
 : -58* | 2% | -31% | -32% | -10% | i | 1% | -6% | 10µM*
COC(=O)C[C@@H]1C=C[C@@H](NC(=O)CN(C)C)[C@@H](CO)O1
 : 10 | · | 7% | 26% | ? | i | 0% | -29% | -4%
CCC(C)(C)n1nnnc1C(c1ccccc1F)N1CCN(C(=O)c2ccco2)CC1 (configuration not stated)
 : 2 | 0% | -2% | 9% | -4% | i | 6% | i | 14%
O=C(CC(c1ccco1)S(=O)(=O)c1ccccc1)c1ccc(F)cc1 (configuration not stated)
 : -10 | 0% | -8% | 22% | 0% | i | -3% | ? | 12%
CC(=NNc1ccc2ccccc2n1)c1ccccc1O
 : -13 | -21% | -11% | 2.8µM* | 20% | i | -18% | -29% | ·
O=C(NCc1ccccc1Cl)C1CCC(CNc2c(N3CCCCC3)c(=O)c2=O)CC1 (configuration not stated)
 : 17 | 1% | 6% | 0% | 0% | i | 1% | -12% | -22%
COc1ccc(CCNC(=O)c2c[nH]c3ccccc3c2=O)cc1OC
 : 5 | 1% | 14% | 54%[activator] | 10% | i | -6% | -5% | 6%
COC(=O)c1ccccc1NC(=O)c1cnn2cccnc12
 : 0 | -1% | -1% | 37%[activator] | · | i | -2% | i | 10%
Cc1ccc2[nH]c(O)c(N=NC(=O)CCc3ccccc3)c2c1Br
 : -7 | 1% | 2% | -2% | 3% | i | -6% | i | 52%
CSc1nnc(SCC(=O)Nc2ccc3[nH]c(=O)[nH]c3c2)s1
 : -10 | -4% | -2% | 0% | 1% | i | -2% | -16% | 2%
O=C(CC1C(=O)NCCN1Cc1cccc(F)c1F)NCCCC1CCCC1 (configuration not stated)
 : -9 | 2% | -3% | ? | 18% | i | 8% | i | ?
Cc1cccnc1CN1CCN(Cc2nc(Cc3cccc(F)c3)no2)CC1
 : -6 | 16% | -4% | -9% | 5% | i | 10% | i | -16%
COc1ccc(/C=C2\SC(=O)N(CCCC(=O)Nc3ccc(C(=O)O)cc3)C2=O)cc1
 : -29 | -6% | 8% | ? | 1% | i | 0% | -29% | -24%
O=C(Nc1cccc(-c2nc3ccccc3s2)c1)c1cccs1
 : -3 | 3% | -41%[inhibitor] | ? | -5% | i | -55%[inhibitor] | -79%[inhibitor] | 13%
O=C(CN(C(=O)c1csnn1)c1cccc(Cl)c1)NC1CCCCC1
 : 3 | 6% | -6% | 6% | 6% | i | -5% | -10% | 9%
O=C(O)/C=C/c1cccc(NC(=O)c2ccc(Cl)cc2)c1
 : 0 | 0% | 0% | -32%[7.66 µM] | 0%[9.22 µM] | i | 1% | i | -2%
O=C(O)C1=C[C@@H](C2CCCCC2)C[C@@H](OCCCCO)O1
 : 5 | -6% | -10% | 2% | -4% | i | 1% | 9% | -3%
CCC(Nc1ccc(-c2nc(-c3cccnc3)no2)cc1[N+](=O)[O-])c1ccccc1 (configuration not stated)
 : · | · | -3% | 4% | 24% | · | · | -7% | -8%
NS(=O)(=O)c1ccc(CNC(=S)Nc2ccc(F)c(Cl)c2)cc1
 : -14 | 7% | -3% | ? | -4% | i | 3% | i | 8%
Cc1ccc(-c2nn3c(=O)cc(CN4CCN(C(=O)Nc5cccc(C(F)(F)F)c5)CC4)nc3s2)cc1
 : · | · | -5% | 5% | 21% | · | · | -15% | -1%
COc1ccc(C(=O)N2CCN(Cc3ccccn3)CC2)cc1
 : 0 | -4% | 0% | 0% | -3% | i | -12% | i | -20%
Cc1c(C(=O)Nc2cccc(Cl)c2)oc2ccc(S(=O)(=O)N3CCC4(CC3)OCCO4)cc12
 : 29 | 5% | -1% | 0% | -3% | · | 16% | i | 37%
CC(C)Sc1nc2ccc(N3C(=O)C4CCCCC4C3=O)cc2s1 (configuration not stated)
 : 10 | 1% | -3% | 3% | 0% | i | 0% | -2% | -22%
COc1cc(Nc2nc3ccccc3n3nnnc23)cc(OC)c1OC
 : 56 | -2% | 0% | 2% | 22% | i | -5% | -9% | 1%
NC(=O)c1ccccc1NC(=O)Nc1ccccc1Cl
 : 0 | 8% | -5% | 1% | -4% | i | 0% | -9% | -1%
O=[N+]([O-])c1cccc(/C=N/Nc2ccccn2)c1
 : -10 | -5% | -6% | 13% | 6% | i | -11% | -63%[inhibitor] | -19%
COc1ccc(N(C(=O)c2ccco2)C(C(=O)NC2CCCC2)c2ccc(OC)c(OC)c2)cc1 (configuration not stated)
 : 7 | 11% | 0% | -9% | -5% | i | -2% | i | 24%
Cc1ccc(-c2ccc(=O)n(CC(=O)Nc3ccc4c(c3)OCCO4)n2)cc1
 : 1 | 2% | 17% | 3% | 24% | i | 7% | -4% | -11%
COc1ccc2cc(C(=O)C3CCCN(Cc4cnc(C)s4)C3)ccc2c1 (configuration not stated)
 : -27 | 6% | -10% | ? | -3% | i | 2% | -27% | 21%
CC1(C)CC(NC(=O)COc2ccc(Br)cc2Cl)CC(C)(C)N1
 : 1 | 5% | 2% | ? | 3% | i | 2% | i | 2%
CCOC(=O)N1CCC(Nc2c(NCCCOC)c(=O)c2=O)CC1
 : -30 | -2% | 1% | 7% | -25% | i | -15% | ? | ?
COc1cccc(NC(=O)Cn2cc(S(=O)(=O)N3CCCC3)c(S(=O)(=O)N3CCCC3)c2)c1
 : · | · | -14% | 2% | -7% | · | · | -8% | 12%
COc1ccccc1NS(=O)(=O)c1cccc(C(=O)NCc2ccncc2)c1
 : 14 | -8% | 7% | -9% | 20% | i | 5% | i | 8%
COc1cc(Cl)c(C)cc1NC(=O)COC(=O)c1cnc(C)cn1
 : 0 | 8% | -2% | 11% | -10% | · | -1% | i | -15%
CCN(CC(=O)Nc1ccccc1C(F)(F)F)C(=O)c1ccc(=O)n(Cc2ccccc2)n1
 : -11 | 0% | 9% | -11% | -15% | i | 1% | i | 38%
O=S(=O)(c1ccc(-c2ccccc2)cc1)N1CCOCC1
 : -8 | -10% | 0% | 0% | -5% | i | -6%&-1% | i | 4%
CNC[C@H]1Oc2c(NC(=O)C3CC3)cccc2C(=O)N([C@H](C)CO)C[C@@H]1C
 : 16 | -2% | -1% | 10% | 14% | i | 5% | i | -32%
COc1ccc2c(c1)C(=NNc1ccc(C(=O)O)cc1)c1cc(OC)ccc1-2
 : ? | -1% | -7% | 11% | -6% | i | 3% | -49%[inhibitor] | -2%
Cc1cc(C)cc(-n2nnc(C(=O)NCc3ccc4c(c3)OCO4)c2N)c1
 : 26 | 15% | 5% | 6% | ? | i | 10% | ? | 16%
O=C1NC(=S)N/C1=C\c1ccc(Oc2ccc(C(F)(F)F)cc2[N+](=O)[O-])c(Cl)c1
 : -4 | 1% | 7% | 10% | 10% | i | 4% | i | -44%
COc1ccc2c(c1)O/C(=C\c1ccccc1O)C2=O
 : 14 | 11% | 14% | 12% | 9% | i | 0% | i | 6%
CCC(=O)Nc1ccccc1-c1nc2ccccc2n(CC(=O)c2ccc(C)c(C)c2)c1=O
 : · | · | 15% | -1% | 16% | · | · | i | -7%
COc1ccccc1-n1cnc2c(c1=O)c1nc3ccccc3nc1n2-c1ccc(C)cc1
 : -14 | -4% | -10% | 6% | 11% | i | -12% | i | -24%
O=C(CN(Cc1ccco1)C(=O)CCC(=O)Nc1ccccn1)NCc1ccccc1
 : 2 | 7% | 9% | 3% | 18% | i | 0% | -52% | 9%
Cc1cccc(N2CCN(C(=O)CN3C(=O)NC(C)(C)C3=O)CC2)c1C
 : 30 | 9% | 7% | 1% | -2% | i | 0% | -10% | -8%
CCC(=O)NC(=S)Nc1cccc(Cl)c1N1CCCCC1
 : -4 | -15% | 17% | ? | 8% | i | -17% | i | 4%
CN(CC(=O)Nc1ccc(Cl)c(Cl)c1)C(=O)/C=C/c1ccc(F)cc1
 : -8 | 7% | 11% | ? | 6% | i | 4% | i | ·
COc1cccc(CNC(=O)c2ccc(-c3nc(COc4ccccc4)c(C)o3)cc2)c1
 : · | · | -3% | ? | -23% | · | · | -18% | 8%
CCC(COC)Oc1cc(NCc2ccccc2)c2ncn(C(C)C)c2c1 (configuration not stated)
 : 4 | -6% | -19% | -3% | -6% | i | -2% | -31%[inhibitor] | ?
CCN(c1ccccc1)S(=O)(=O)c1cccc(C(=O)N(C)CC(=O)Nc2ccc(F)c(F)c2F)c1
 : -8 | 16% | ? | ? | -4% | i | 1% | -26% | 33%
O=C(Nc1ccc(S(=O)(=O)Nc2cnc3ccccc3n2)cc1)c1cccc(OC(F)F)c1
 : -7 | 0% | -10% | 11% | ? | i | -1% | i | 8%
Cc1cccc(NC(=O)c2sc3nc(C)nc(N4CCOCC4)c3c2C)c1
 : 58 | 27% | -10% | 7% | ? | i | 4% | -18% | 17%
Cc1sc2nc(SCC(=O)N3CCN(CCO)CC3)n(-c3ccccc3)c(=O)c2c1C
 : 6 | 20% | 16% | 35%[activator] | -18% | i | 5% | -11%[57.5 µM] | -8%
C=CCC[C@H](Cc1ccc(F)cc1)C(=O)OC[C@@H](NC(=O)[C@@H](CC=C)CC(=O)N[C@@H](CO)Cc1ccccc1)C(C)(C)C
 : 37 | -4% | 3% | ? | -30%[inhibitor] | i | -1% | -2% | 13µM*
O=C(CCCCC(=O)NN=Cc1ccc2c(c1)CCC2)NN=Cc1ccc2c(c1)CCC2
 : 8 | 5% | 12% | 10% | 11% | i | 5% | -17% | -19%
COc1ccccc1CNC(=O)COC(=O)Cc1ccc(Cl)cc1
 : 6 | 5% | -12% | 6% | 0% | i | 9% | i | 32%
CC(=O)Oc1ccc(Cn2c(C)c(C(=O)N(C)Cc3ccc(F)cc3)sc2=O)cc1
 : -30 | 10% | 22% | -10% | 0% | i | 7% | -7% | 2%

This is a subset, so the mix of outcomes need not match the whole.
